AmpC inh no detg: AmpC beta-lactamase inhibition without detergent; P00811; AmpC nitrocefin hydrolysis, absorbance 480 nm, 0.0001% Triton; Potency, µM (top dose mostly 57.1 µM), without a hit: top-dose activity change, negative = inhibition, usual class: inhibitors; actives 0.52% (n = 330,000);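 further: potency means the concentration at half of the fitted maximal effect; plate controls were no compound for no effect and no enzyme for full effect; nearly all actives have a fitted effect of over 20% in size; some results filed as inactive show a strong effect at the top dose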
Target sequence (P00811 whole entry, looked up): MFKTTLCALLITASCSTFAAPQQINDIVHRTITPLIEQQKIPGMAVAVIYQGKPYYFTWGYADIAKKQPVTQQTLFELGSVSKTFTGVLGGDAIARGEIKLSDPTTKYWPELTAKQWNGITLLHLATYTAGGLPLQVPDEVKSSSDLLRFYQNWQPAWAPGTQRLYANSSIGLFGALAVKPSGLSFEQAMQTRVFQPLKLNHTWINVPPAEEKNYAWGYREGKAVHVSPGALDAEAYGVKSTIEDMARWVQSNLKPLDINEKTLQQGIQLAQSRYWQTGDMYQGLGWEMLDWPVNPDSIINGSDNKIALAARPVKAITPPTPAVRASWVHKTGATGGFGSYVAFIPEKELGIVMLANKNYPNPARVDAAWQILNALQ
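AmpC (5.3 nM in the dispensed reagent) in 20 mM phosphate pH 7.0 with 0.01% (detergent screen) or 0.0001% Triton X-100 was preincubated with compounds for 15 min at room temperature. Nitrocefin was then added from an 800 uM solution, and hydrolysis was followed at 480 nm.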
AmpC inh detg: inhibitors of E. coli AmpC beta-lactamase with detergent; P00811; AmpC hydrolysis of nitrocefin, absorbance 480 nm, 0.01% Triton; AID 485294; actives 0.041% (n = 370,000); Potency, µM (series often up to 114 µM), inactives show top-dose activity change, negative = inhibition, hits mostly inhibitors;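 further: potency means the concentration at half of the fitted maximal effect; 0% = no-compound wells and -100% = no-enzyme wells; nearly all actives have a fitted effect of over 25% in size; some results filed as inactive show a strong effect at the top dose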
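20 mM phosphate pH 7.0 + 0.01% (detergent screen) or 0.0001% Triton X-100; 5.3 nM AmpC reagent; cpd preinc 15 min RT; nitrocefin (800 uM stock) to start; A480 q20 s × 4 min; Activity was normalised to no-enzyme and no-compound control wells.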
HCV inh: inhibitors of hepatitis C virus infection | Potency, µM (doses to about 41.8 µM), for inactives: at the top dose activity change, negative = inhibition, hits mostly inhibitors | Huh7.5.1 HCVcc-Cre infection, luciferase reporter, 44 h | actives 3.4% (n = 340,000); further: potency means the concentration at half of the fitted maximal effect
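Infectious HCVcc-Cre (~0.5 moi) was added to cells just after compound, with cells seeded 4 h earlier at 1,000 per well. Luciferase activity after 44 h culture reported infection; substrate was incubated 15 min at room temperature before reading.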
LmPK inh: blocks Leishmania mexicana pyruvate kinase activity. purified LmPK, Kinase-Glo ATP luminescence, 1 h. Potency, µM (titrated, usually from 57.5 µM), inactives show at the top dose activity change, negative = inhibition, hits mostly inhibitors. Q27686. AID 1721. actives 0.37% (n = 290,000); further: potency means the concentration at half of the fitted maximal effect
Target sequence (Q27686 whole entry, looked up): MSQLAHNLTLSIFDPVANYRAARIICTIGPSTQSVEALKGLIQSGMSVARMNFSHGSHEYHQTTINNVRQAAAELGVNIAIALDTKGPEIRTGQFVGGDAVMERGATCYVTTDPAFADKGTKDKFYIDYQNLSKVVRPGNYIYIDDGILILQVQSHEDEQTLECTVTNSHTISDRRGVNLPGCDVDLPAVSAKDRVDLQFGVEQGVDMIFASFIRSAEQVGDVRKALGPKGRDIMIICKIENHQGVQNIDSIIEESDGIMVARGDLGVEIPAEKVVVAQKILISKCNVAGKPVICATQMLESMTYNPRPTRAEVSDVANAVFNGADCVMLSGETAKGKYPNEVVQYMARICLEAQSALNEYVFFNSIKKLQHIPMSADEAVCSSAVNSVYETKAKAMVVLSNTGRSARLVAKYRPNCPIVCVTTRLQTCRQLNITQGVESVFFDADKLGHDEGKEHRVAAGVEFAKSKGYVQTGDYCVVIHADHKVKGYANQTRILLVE
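Kinase-Glo luminescence read after 1 h RT reaction of 0.1 nM LmPK with 0.5 mM PEP and 0.1 mM ADP. Activity scaled between uninhibited and enzyme-free controls.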
HCMV inh: inhibitors of human cytomegalovirus | HFF cells, HCMV-luciferase reporter, 72 h; stronger effect = lower value | activity change, negative = inhibition, % at 57.5 µM | actives 4.5% (n = 410,000); in the data active means activity change below about -60%; inconclusive means no clear call, values can overlap the other calls; inactive means above about -39%
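Luciferase read-out from HCMV-luciferase-infected HFFs (MOI 1 PFU/cell) 72 h post infection at 37C; compounds added after 16 h cell attachment; activity normalized between buffer-only basal and Salinomycin (10uM) inhibitor controls.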
Tb PYK inh: blocks Trypanosoma brucei pyruvate kinase | TbPYK enzyme, Kinase-Glo Plus ATP luminescence, 45 min | Potency, µM (doses to about 76.8 µM), for inactives: top-dose activity, negative = inhibition, most hits filed as inhibitors | actives 0.12% (n = 410,000); further: potency means the concentration at half of the fitted maximal effect; nearly all actives have a fitted effect of over 50% in size
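Glycolytic pyruvate kinase of T. brucei was incubated with substrate, test compound and 130 uM ADP for 45 minutes at room temperature. Luminescent Kinase-Glo Plus signal was measured after 10 minutes.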
AMA1 RON2 block: disrupts binding of P. falciparum AMA1 to RON2 | AlphaScreen AMA1-biotinylated RON2 peptide binding | Potency, µM (series often up to 58.2 µM), for inactives: at the highest dose activity change, negative = inhibition, most hits filed as inhibitors | actives 0.2% (n = 360,000) | AID 720542;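 further: potency means the concentration at half of the fitted maximal effect; 0% = vehicle wells and -100% = peptide control; nearly all actives have a fitted effect of over 45% in size; some results filed as inactive show a strong effect at the top dose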
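AMA1 (3D7) with his tag at 25 nM final met compounds first, then biotinylated RON2 peptide at 25 nM; detection used donor plus acceptor beads, 10 µg/mL apiece, read by AlphaScreen after 30 min at room temperature.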
The depositor's hits bear a star; ? = inconclusive; . = not tested or not shown; & = joins results of further samples; [ ] = remark or other dose. Unless noted, the call rests on the fitted dose curve; in most records, active means well fitted curve in the direction sought with a large enough effect; inconclusive means small, poorly fitted or top-dose-only effect, or another doubt; inactive means no such curve, though single readings can be large; an effect the other way counts as inactive or inconclusive. Unless noted, on the % scale 0 is the no-effect control and ±100 the full control effect.

The opening 3 compounds (preview)
nr	SMILES	Tb PYK inh	HCMV inh	AmpC inh detg	AmpC inh no detg	AMA1 RON2 block	HCV inh	LmPK inh
1	COc1cccc(N2CC(O)=C(c3nc4ccccc4c(=O)[nH]3)C2=N)c1	-6%	.	2%	-19%	6%	?	7%
2	CCCCc1nc2ccccc2c(NC(=O)CNC(C)(C)C)c1CCC	-6%	-21	-1%	.	-7%	?	-1%
3	COc1ccc(Cc2c(-c3ccccc3)nc3c(C)cc(Br)cn23)c(C)c1	-3%	14	.	.	-26%	.	.

The listing, previewed entries included:
nr	SMILES	Tb PYK inh	HCMV inh	AmpC inh detg	AmpC inh no detg	AMA1 RON2 block	HCV inh	LmPK inh
1	COc1cccc(N2CC(O)=C(c3nc4ccccc4c(=O)[nH]3)C2=N)c1	-6%	.	2%	-19%	6%	?	7%
2	CCCCc1nc2ccccc2c(NC(=O)CNC(C)(C)C)c1CCC	-6%	-21	-1%	.	-7%	?	-1%
3	COc1ccc(Cc2c(-c3ccccc3)nc3c(C)cc(Br)cn23)c(C)c1	-3%	14	.	.	-26%	.	.
4	Cc1cccc(-c2nnc(SCC(=O)NCc3ccc4c(c3)OCO4)n2C)c1	3%	32	2%	-7%	15%	1%	-4%
5	CC(C)C[C@H](NC(=O)c1nc[nH]c1C(=O)NCC(=O)OCc1ccccc1)C(=O)OC(C)(C)C	1%	-38	-4%	76%[activator]	130%[activator]	1%	-8%
6	C=CCn1c(C)c(C(C)=O)c(N2CCN(c3ccccc3)CC2)nc1=S	-5%	26	-15%	-2%	-8%	-9%	-2%
7	CCOc1cccc2cc(C(=O)NCc3ccc(OC)cc3)c(=N)oc12	3%	15	0%	-26%	-10%	5%	-1%
8	O=C(N/C(=C/c1cccs1)c1nc2ccccc2[nH]1)c1ccccc1	1%	-18	-5%	-43%	3%	2%	-3%
9	Cc1cccc(Nc2nnc(SC/C(O)=C(\C#N)c3nc4ccccc4[nH]3)s2)c1	-12%	39	4%	-22%	96%[activator]	-10%	4%
10	Cc1cc(Oc2cc(N)cc([N+](=O)[O-])c2)ccc1Cl	-14%	-16	-9%	-27%	-3%	-4%	1%
11	O=C(CCNc1n[nH]c(=O)[nH]c1=O)N/N=C\c1cccc(OCc2ccccc2)c1	0%	16	-10%	-32%	-10%	5%	1%
12	CC(=O)Oc1ccc2nc(/C=C/c3ccc(C=O)cc3)oc(=O)c2c1	4%	57	0%	-20%	2%	25%	8%
13	COC(=O)c1ccc2nc(-c3cccc(Br)c3)c(Cc3ccccc3C(F)(F)F)n2c1	3%	-8	.	.	-1%	.	.
14	COc1cccc(C(=O)NCCN2CCOCC2)c1	1%	-29	0%	-15%	-7%	1%	2%
15	CC(C)CC(=O)N=C1SC2CS(=O)(=O)CC2N1CCc1ccccc1 (stereo not drawn)	-9%	-4	-18%	25%	2%	19%	2%
16	N#Cc1ccc(C(=O)Nc2ccc3c(c2)N(C2CCCC2)C(=O)c2ccccc2S3)cc1	6%	-32	10%	.	.	.	.
17	O=[N+]([O-])c1cccc(-c2cc(-c3cc(Br)ccc3O)[nH]n2)c1	-1%	?	-16%	-23%	129%[activator]	10µM*	1%
18	COC(=O)C1C(c2ccc(Cl)cc2)NC(c2ccc(Cl)cc2)C(C(=O)OC)S1(=O)=O (stereo not drawn)	3%	18	-3%	-4%	-12%	-20%	2%
19	CCOC(=O)Cc1csc(NC(=O)NC2(C(F)(F)F)Oc3cc(Cl)c(Cl)cc3O2)n1	-5%	44	?	-17%	8%	?	6%
20	CC1=C(C(=O)N(C)C)C(c2ccc(N3CCOCC3)cc2)NC(=O)N1 (stereo not drawn)	2%	?	-7%	7%	15%	11%	1%
21	COCCSc1ncnc2c1oc1nc3c(cc12)COC(C)(C)C3	1%	22	-6%	50%	-5%	-25%	0%
22	Cc1cc(C)cc(NC(=O)CN(Cc2ccccc2)S(C)(=O)=O)c1	6%	41	1%	-2%	18%	-6%	5%
23	Fc1ccc(-c2csc(-c3ccccn3)n2)cc1F	-1%	-6	0%	-14%	-12%	?	-5%
24	O=c1[nH]c2ccc(F)cc2[nH]c1=O	5%	24	-2%	-4%	18%	18%	1%
25	O=C(Oc1cccc(NC2=NS(=O)(=O)c3ccccc32)c1)c1cccnc1	0%	6	3%	-27%	-3%	7%	4%
26	Cc1ccc(C(=O)CCC(=O)NCc2ccccc2)cc1	3%	-37	0%	0%	4%	-4%	-1%
27	COCCn1c(-c2cccs2)nc2nc3ccccc3nc21	-13%	-1	3%	-12%	22%	2%	-1%
28	COc1cc(C(=O)N(CCCO)Cc2cc3ccc(C)c(C)c3[nH]c2=O)cc(OC)c1OC	-12%	-8	-13%	3%	0%	-1%	3%
29	COc1cccc(CN2CCNC(=O)C2CC(=O)NC2CCOCC2)c1OC (stereo not drawn)	-2%	-7	4%	39%	22%	?	-1%
30	CCOc1ccccc1NC(=O)C1Cc2ccccc2CN1S(C)(=O)=O (stereo not drawn)	-3%	45	0%	16%	-1%	18%	2%
31	CC(=O)c1sc(N/N=C\c2ccc(Br)cc2)nc1C	-8%	-14	?	11%	27%[11.6 µM]	-17%	4%
32	CC(=O)c1ccc(N2CCN(C(=O)CN(C)S(=O)(=O)c3cnc[nH]3)CC2)cc1	0%	-25	4%	-18%	-2%	3%	8%
33	COc1ccc(NC(=O)CC2C(=O)N(c3ccc(OC)cc3)C(=O)N2Cc2ccc(OC)c(OC)c2)cc1 (stereo not drawn)	-3%&1%	9&15	-5%&9%	33%	-11%	-7%	1%
34	CCc1ccc(NC(=O)C2CCN(c3ncnc4c3nc3n4CCCCC3)CC2)cc1	2%	-73*	-11%	-11%	-7%	?	2%
35	COc1ccc(NC(=O)c2ccc3nc(CCc4ccccc4)oc3c2)c(OC)c1	-3%	15	9%	.	.	.	.
36	CN1C(C(=O)NCc2ccco2)CC2Cn3c(nc4cc5ccccc5cc43)C21 (stereo not drawn)	-3%	-4	2%	32%	10%	36%[activator][8.37 µM]	1%
37	CCOc1ccc(/C=N/NC(=O)c2ccc3nc[nH]c3c2)cc1OC	3%	-29	.	.	-6%	.	.
38	CCOC(=O)/C(C(=O)Nc1ccccc1Br)=C1/NC(C)(C)Cc2ccccc21	-7%	-17	-11%	-10%	5%	-1%	-1%
39	NS(=O)(=O)c1ccc(CNC(=O)c2cnccn2)cc1	-22%	8	0%	1%	-17%	1%	1%
40	CN(C)Cc1c(C(=O)N/N=C/c2cccc(OCc3c(F)cccc3Cl)c2)nnn1-c1nonc1N	2%	-86*	1%	-28%	-10%	?	4%
41	COc1cccc(C(=O)Nc2cccc3cccnc23)c1OC	0%	.	-9%	-22%	2%	?	2%
42	CNC(=O)c1ccc(-c2sc3nc(N4CCOCC4)c4c(c3c2N)CC(C)(C)OC4)o1	-7%	116	-13%	4%	-14%	?	-4%
43	COCCCNC(=O)C1CCN(Cc2cc3ccccc3n2Cc2cccc(C)c2)CC1	-5%	-13	-3%	.	.	.	.
44	CC(COc1ccccc1)N1CCC(CO)(CCc2ccccc2)CC1 (stereo not drawn)	1%	-40	-1%	82%[activator]	-16%	-24%	4%
45	COc1ccc(CN2CCC(CO)(Cc3ccccc3)CC2)cc1Cn1cccn1	-5%	?	9%	31%	15%	-7%	1%
46	O=c1c2[nH]c3ccc(F)cc3c2ncn1CCCN1CCOCC1	1%	25	-13%	0%	-2%	15%	2%
47	COc1ccc(C)cc1N(CC(=O)N/N=C/c1ccccc1C(=O)O)S(=O)(=O)c1ccccc1	9%	-26	8%	-33%	0%	28%	5%
48	Cc1ccc(C)c(NC(=O)CCn2nc(C)cc2C)c1	1%	1	-7%	-16%	4%	-7%	-8%
49	C[C@@H]1CCCCO[C@@H](CN(C)C(=O)c2ccccc2)[C@@H](C)CN([C@H](C)CO)C(=O)c2cc(N(C)C)ccc2O1	-8%	6	.	.	-7%	.	.
50	CC(Oc1ccccc1)C(=O)Nc1cc(Cl)ccc1-n1cncn1 (stereo not drawn)	0%	0	?	3%	-13%	?	.
51	COc1ccc(OC)c(N(CC(=O)NCCSCc2ccco2)S(=O)(=O)c2ccccc2)c1	-6%	-29	4%	48%	-15%	-6%	-3%
52	CN(CCN1CCOCC1)Cc1nc(-c2ccc3c(c2)OCO3)no1	3%	-34	6%	-3%	-5%	8%	2%
53	COc1ccc(C2C(C(=O)Nc3ccccc3)=C(C)Nc3nc(SCC(=O)c4ccc(C)cc4)nn32)cc1 (stereo not drawn)	-2%	8	-7%	.	.	.	.
54	CC1(C(=O)NS(=O)(=O)c2cccs2)CCN1C(=O)Cc1ccc(-c2ccccc2)cc1 (stereo not drawn)	4%	-2	.	.	0%	.	.
55	Cc1ccc(S(=O)(=O)N(C)C[C@@H]2Oc3ccc(NS(=O)(=O)c4ccccc4)cc3CC(=O)N([C@@H](C)CO)C[C@H]2C)cc1	-13%	-15	.	.	9%	0.56µM*	.
56	COC(=O)c1ccc(C(=O)O)nc1	1%	13	-4%	-10%	-26%	2%	0%

More structures.
nr	SMILES	Tb PYK inh	HCMV inh	AmpC inh detg	AmpC inh no detg	AMA1 RON2 block	HCV inh	LmPK inh
57	CCOC(=O)N1CCC(NC(=O)c2cc3c(C)nc4ccccc4c3o2)CC1	0%	?	?	75%[activator]	14%	?	4%
58	Cc1ccc(C(=O)NCC(=O)NC2CCCC2)cc1	-1%	-21	-2%	-26%	5%	28%	0%
59	CCN(CC)CCNc1cccc2sc3ccccc3c(=O)c12	-4%	9	.	.	-9%	.	.
60	CN(CC(=O)NCCCN1CCOCC1)S(=O)(=O)c1ccc(Cl)cc1	-5%	20	.	-5%	1%	18%	.
61	CCOc1ccc(NCc2nnc(SCC(=O)Nc3cc(C)on3)n2-c2ccccc2OC)cc1	2%	44	-8%	3%	-6%	?	3%
62	NC(=O)c1ccsc1NC(=O)COC(=O)c1cc(Cl)ccc1O	1%	-17	?	-28%	14%	?	.
